Bioassay records (PubChem)
TcdB inh: TcdB glycohydrolase inhibitors, primary screen, biochemical, single point, plate reader; inhibition, % at 9.99 µM; 350,000 tested, 0.24% active; Toxin B (Clostridioides difficile), P18177; TcdB glycohydrolase enzymatic assay; AID 652162, 2013; in the data active = inhibition above about 10%
Active calls of the source: *. The list is partial; the hit share may differ from the screen's.

SMILES	TcdB inh
Cc1cccc(CN(C)C[C@@H]2Oc3ncc(/C=C/c4ccccc4)cc3C(=O)N([C@H](C)CO)C[C@@H]2C)c1	-0.7
CC(C)(C)[S@](=O)N1Cc2cc(C(=O)N3CCCCC3)nc(-c3cccc(-c4ccccc4F)c3)c2[C@@H]1CCO	0.9
COc1ccc(CN(C)C[C@@H]2Oc3ccc(NC(=O)CCC(F)(F)F)cc3C(=O)N([C@@H](C)CO)C[C@@H]2C)cc1	-1.6
CCCC#Cc1ccc([C@@H]2[C@@H](CO)N(C(=O)C3CCC3)[C@H]2C#N)cc1	0.0
O=C1CN(S(=O)(=O)c2cccc(F)c2)C[C@H]2[C@@H](c3ccc(C4=CCCC4)cc3)[C@@H](CO)N12	0.2
COc1ccc(NC(=O)N[C@H]2CC[C@@H](CCn3cc(-c4ccccc4F)nn3)O[C@@H]2CO)cc1	-0.3
O=C(N[C@H]1CC[C@H](CCNC(=O)C2CCC2)O[C@H]1CO)c1ccccn1	-0.5
COCC(=O)Nc1ccc2c(c1)C(=O)N(C)C[C@@H](OC)[C@@H](C)CN(Cc1ccncc1)[C@H](C)CO2	-5.0
COc1ccc(NC(=O)Nc2cccc3c2O[C@H](CN(C)S(=O)(=O)c2ccc(OC)cc2)[C@H](C)CN([C@@H](C)CO)C3=O)cc1	1.6
CCCC(=O)Nc1ccc2c(c1)OC[C@@H](C)N(Cc1ccncc1)C[C@H](C)[C@@H](OC)CN(C)C2=O	-4.8
C[C@H](CO)N1C[C@H](C)[C@@H](CN(C)C)Oc2ccc(NC(=O)Cn3cnnn3)cc2C1=O	0.1
COCC(=O)Nc1ccc2c(c1)C(=O)N(C)[C@H]1CC[C@@H](CC(=O)NCC(F)(F)F)O[C@@H]1CO2	-0.7
C[C@H]1CN([C@@H](C)CO)C(=O)c2cc(NC(=O)Cn3cnnn3)ccc2O[C@H]1CN(C)Cc1ccc(C(=O)Nc2ccccc2N)cc1	0.3
C[C@H](CO)N1C[C@H](C)[C@@H](CN(C)C)Oc2ccc(NS(=O)(=O)c3cn(C)cn3)cc2C1=O	0.2
CC(C)NC(=O)N[C@H]1CC[C@@H](CCNC(=O)C2CC2)O[C@H]1CO	0.9
C[C@H](CO)N1C[C@H](C)[C@@H](CN(C)C(=O)Nc2ccc(C(F)(F)F)cc2)OCCCC[C@H](C)Oc2ccc(NC(=O)c3ccncc3)cc2C1=O	0.1
CC(C)C#Cc1ccc([C@H]2[C@H](C#N)N(C(=O)C3CC3)[C@H]2CO)cc1	-0.6
C[C@H]1CN([C@@H](C)CO)C(=O)c2cccc(NC(=O)c3cnccn3)c2O[C@H]1CN(C)C(=O)NC1CCCCC1	0.0
C[C@H](CO)N1C[C@H](C)[C@H](CN(C)S(=O)(=O)c2ccc(F)cc2)Oc2ccc(N(C)C)cc2C1=O	-7.7
C[C@@H]1CN([C@H](C)CO)C(=O)c2cc(C3=CCCCC3)cnc2O[C@H]1CN(C)Cc1ccncc1	-0.1
CC(C)CC#Cc1cnc2c(c1)C(=O)N([C@H](C)CO)C[C@@H](C)[C@H](CN(C)C(=O)CN1CCOCC1)O2	1.2
COc1ccc(NC(=O)Nc2ccc3c(c2)C(=O)N([C@@H](C)CO)C[C@@H](C)[C@H](CN(C)Cc2ccncc2)OCCCC[C@@H](C)O3)cc1	1.8
O=C(N[C@H]1CC[C@@H](CCNS(=O)(=O)c2ccc(Cl)cc2)O[C@H]1CO)c1cnccn1	1.8
C[C@@H]1CN([C@@H](C)CO)C(=O)c2cc(-c3cccc(C#N)c3)cnc2O[C@@H]1CN(C)Cc1cccnc1	-0.6
CCC(=O)N(C)C[C@H]1Oc2ncc(C#C[C@H](C)O)cc2C(=O)N([C@@H](C)CO)C[C@@H]1C	0.1
C/C=C/c1ccc2c(c1)O[C@@H](CN(C)C(=O)COC)[C@@H](C)CN([C@H](C)CO)S2(=O)=O	-0.1
C[C@@H]1CN([C@@H](C)CO)S(=O)(=O)c2ccc(-c3cccc(C#N)c3)cc2O[C@@H]1CN(C)C(=O)C1CC1	0.2
C[C@H](CO)N1C[C@H](C)[C@H](CN(C)C(=O)C2CCCCC2)Oc2ncc(-c3cccc(C#N)c3)cc2C1=O	-0.7
C[C@H]1CN([C@@H](C)CO)C(=O)c2cc(-c3ccc(F)cc3)cnc2O[C@@H]1CN(C)C(=O)c1ccc(F)cc1	1.6
C[C@H](CO)N1C[C@H](C)[C@H](CN(C)Cc2ccc(C(=O)O)cc2)Oc2ccc(NC(=O)Cc3ccccc3)cc2C1=O	0.1
C[C@@H]1CN([C@@H](C)CO)C(=O)c2cc(NC(=O)CCCN(C)C)ccc2O[C@@H]1CN(C)S(=O)(=O)c1cn(C)cn1	0.6
O=C(Nc1ccc2c(c1)[C@@H]1C[C@@H](CC(=O)N3CCCCC3)O[C@@H](CO)[C@@H]1O2)c1ccc2c(c1)OCO2	2.0
COc1ccc2c3c(n(C)c2c1)[C@@H](CO)N(C)CC31CCN(C(=O)Nc2cccc(F)c2)CC1	-0.4
COc1ccc(S(=O)(=O)Nc2ccc3c(c2)C(=O)N([C@@H](C)CO)C[C@@H](C)[C@H](CN(C)S(C)(=O)=O)OCCCC[C@@H](C)O3)cc1	0.4
Cc1noc(C)c1S(=O)(=O)Nc1ccc2c(c1)CC(=O)N([C@@H](C)CO)C[C@H](C)[C@H](CN(C)C(=O)NC1CCCCC1)O2	0.4
C[C@H](CO)N1C[C@H](C)[C@H](CN(C)S(=O)(=O)c2ccccc2)Oc2c(NC(=O)c3ccncc3)cccc2C1=O	-0.3
CC(C)NC(=O)Nc1ccc2c(c1)C(=O)N([C@H](C)CO)C[C@H](C)[C@H](CN(C)Cc1ccccc1)OCCCC[C@H](C)O2	-0.5
O=C(C[C@@H]1CC[C@H]2[C@@H](COC[C@@H](O)CN2C(=O)c2ccncc2)O1)NCc1cc(F)cc(F)c1	-2.2
CN1C(=O)c2cc(NC(=O)c3ccccc3Cl)ccc2OC[C@@H]2O[C@@H](CC(=O)O)CC[C@H]21	0.8
COc1ccc(S(=O)(=O)Nc2ccc3c(c2)C(=O)N([C@@H](C)CO)C[C@H](C)[C@@H](CN(C)Cc2ccc4c(c2)OCO4)O3)cc1	-0.7
C[C@@H]1CCCCO[C@@H](CN(C)CC2CCCCC2)[C@@H](C)CN([C@H](C)CO)C(=O)c2cc(NC(=O)Nc3cccc4ccccc34)ccc2O1	-0.3
C[C@@H]1CCCCO[C@H](CN(C)C(=O)Nc2ccc(C(F)(F)F)cc2)[C@@H](C)CN([C@@H](C)CO)C(=O)c2cc(NC(=O)c3ccncc3)ccc2O1	1.5
C[C@@H]1CCCCO[C@H](CN(C)C(=O)Nc2ccccc2)[C@H](C)CN([C@H](C)CO)C(=O)c2cc(NC(=O)Nc3ccc(F)cc3)ccc2O1	-2.1
C[C@H]1CN([C@@H](C)CO)C(=O)c2cccc(NC(=O)NC3CCCCC3)c2O[C@H]1CN(C)C(=O)NC1CCCCC1	2.0
Cc1ccc(S(=O)(=O)N(C)C[C@@H]2Oc3ccc(NC(=O)Nc4c(C)noc4C)cc3CC(=O)N([C@@H](C)CO)C[C@@H]2C)cc1	3.1

No new results follow: entries from further up.
SMILES	TcdB inh
C[C@@H]1CCCCO[C@H](CN(C)C(=O)Nc2ccccc2)[C@H](C)CN([C@H](C)CO)C(=O)c2cc(NC(=O)Nc3ccc(F)cc3)ccc2O1	-2.1
C[C@H]1CN([C@@H](C)CO)C(=O)c2cccc(NC(=O)NC3CCCCC3)c2O[C@H]1CN(C)C(=O)NC1CCCCC1	2.0
Cc1ccc(S(=O)(=O)N(C)C[C@@H]2Oc3ccc(NC(=O)Nc4c(C)noc4C)cc3CC(=O)N([C@@H](C)CO)C[C@@H]2C)cc1	3.1

(continued)
SMILES	TcdB inh
Cc1noc(C)c1NC(=O)Nc1ccc2c(c1)C(=O)N([C@@H](C)CO)C[C@@H](C)[C@H](CN(C)Cc1ccccc1)OCCCC[C@H](C)O2	0.6
C[C@@H]1CN([C@H](C)CO)C(=O)c2cccc(NC(=O)c3nc4ccccc4s3)c2O[C@@H]1CN(C)Cc1ccc2c(c1)OCO2	-1.8
COc1ccc(CN2C[C@H](O)COC[C@H]3O[C@H](CC(=O)N(C)C)CC[C@@H]32)cc1	-1.9
COc1ccc(CN(C)C[C@@H]2Oc3ccc(NS(=O)(=O)c4ccc(F)cc4)cc3CC(=O)N([C@H](C)CO)C[C@H]2C)cc1	-0.1
O=C(C[C@@H]1C=C[C@H](NC(=O)c2ccccc2)[C@H](CO)O1)NCCc1ccncc1	-0.5
C[C@@H]1CCCCO[C@@H](CN(C)S(=O)(=O)c2ccc(Cl)cc2)[C@H](C)CN([C@@H](C)CO)C(=O)c2cc(NC(=O)Nc3cccc4ccccc34)ccc2O1	-0.7
Cc1ccc(S(=O)(=O)Nc2ccc3c(c2)C(=O)N([C@@H](C)CO)C[C@H](C)[C@@H](CN(C)S(=O)(=O)c2cn(C)cn2)OCCCC[C@H](C)O3)cc1	0.4
C[C@H](CO)N1C[C@H](C)[C@H](CN(C)C(=O)Nc2ccc(F)cc2)Oc2ccc(NC(=O)Cc3ccccc3)cc2CC1=O	0.6
C[C@H](O)C#Cc1ccc2c(c1)O[C@@H](CN(C)C)[C@@H](C)CN([C@@H](C)CO)S2(=O)=O	-0.8
C[C@H]1CN([C@@H](C)CO)C(=O)c2cc(-c3ccccc3)cnc2O[C@@H]1CN(C)C(=O)Cc1cccnc1	-1.0
C[C@H]1CN([C@@H](C)CO)C(=O)Cc2cc(NC(=O)Nc3ccc(F)cc3)ccc2O[C@H]1CN(C)Cc1ccc(-c2ccccc2)cc1	-1.9
C[C@@H]1CN([C@H](C)CO)S(=O)(=O)c2ccc(C#C[C@@H](C)O)cc2O[C@H]1CN(C)C(=O)CN(C)C	1.6
N#C[C@H]1[C@H](c2ccc(C#Cc3cccc(F)c3)cc2)[C@H](CO)N1C(=O)C1CCCC1	-0.8
C[C@H](O)C#Cc1ccc2c(c1)O[C@@H](CN(C)C(=O)c1ccncc1)[C@@H](C)CN([C@@H](C)CO)S2(=O)=O	0.8
O=C(c1cccc(F)c1)N1CC(=O)N2[C@@H](CO)[C@H](c3ccc(-c4ccccc4F)cc3)[C@@H]2C1	-1.3
C[C@@H]1CN([C@H](C)CO)C(=O)c2cc(Br)cnc2O[C@@H]1CN(C)C(=O)c1ccccc1F	-0.2
Cc1ccc(S(=O)(=O)Nc2ccc3c(c2)C(=O)N([C@H](C)CO)C[C@H](C)[C@@H](CN(C)S(=O)(=O)c2c(C)noc2C)OCCCC[C@H](C)O3)cc1	-2.9
CCS(=O)(=O)N1CCCCN2[C@H](CO)[C@H](c3ccc(-c4cccc(C#N)c4)cc3)[C@H]2C1	-0.7
COc1ccc2c3c([nH]c2c1)[C@H](CO)N(CC1CC1)CC31CCN(S(=O)(=O)c2cccc(F)c2)CC1	0.8
C[C@@H]1CN([C@@H](C)CO)C(=O)c2c(c3ccccc3n2C)-c2ccccc2CO[C@H]1CN(C)S(=O)(=O)c1ccccc1	0.1
C[C@@H]1CN([C@H](C)CO)C(=O)c2ccccc2-c2ccccc2CO[C@H]1CN(C)C(=O)Nc1ccccc1	-0.4
C[C@@H]1CN([C@H](C)CO)C(=O)c2cccc(NS(=O)(=O)c3cccs3)c2O[C@H]1CN(C)Cc1ccc(C(=O)Nc2ccccc2N)cc1	-3.0
C[C@H]1CN([C@@H](C)CO)C(=O)Cc2cc(NS(=O)(=O)c3ccc(F)cc3)ccc2O[C@@H]1CN(C)S(=O)(=O)c1cn(C)cn1	1.4
CCCNC(=O)Nc1ccc2c(c1)C(=O)N(C)C[C@H](OC)[C@@H](C)CN(C)[C@H](C)CO2	0.6
Cc1cccc(S(=O)(=O)N2CC[C@@H]3[C@@H](CO)Nc4ccc(C#Cc5ccccc5F)cc4[C@@H]32)c1	-1.4
C[C@@H]1CN([C@H](C)CO)C(=O)c2cc(NC(=O)C3CCCCC3)ccc2O[C@@H](C)CCCCO[C@@H]1CN(C)S(=O)(=O)c1cn(C)cn1	0.8
Cc1noc(C)c1NC(=O)N(C)C[C@@H]1Oc2ncc(C#Cc3ccc(C(F)(F)F)cc3)cc2C(=O)N([C@H](C)CO)C[C@@H]1C	1.1
C[C@H](CO)N1C[C@H](C)[C@H](CN(C)S(=O)(=O)c2ccccc2)Oc2ccc(NC(=O)Cc3ccccc3)cc2C1=O	-0.2
C[C@@H]1CN([C@H](C)CO)C(=O)c2cccc(N(C)C)c2O[C@H]1CN(C)S(C)(=O)=O	0.4
C[C@@H]1CN([C@@H](C)CO)C(=O)c2cc(NS(=O)(=O)c3ccccc3)ccc2O[C@@H](C)CCCCO[C@H]1CN(C)C(=O)CCCN(C)C	0.0

Some of the entries above, set out differently.
| SMILES | TcdB inh |
| --- | --- |
| COc1ccc2c3c([nH]c2c1)[C@H](CO)N(CC1CC1)CC31CCN(S(=O)(=O)c2cccc(F)c2)CC1 | 0.8 |
| C[C@@H]1CN([C@@H](C)CO)C(=O)c2c(c3ccccc3n2C)-c2ccccc2CO[C@H]1CN(C)S(=O)(=O)c1ccccc1 | 0.1 |
| C[C@@H]1CN([C@H](C)CO)C(=O)c2ccccc2-c2ccccc2CO[C@H]1CN(C)C(=O)Nc1ccccc1 | -0.4 |
| C[C@@H]1CN([C@H](C)CO)C(=O)c2cccc(NS(=O)(=O)c3cccs3)c2O[C@H]1CN(C)Cc1ccc(C(=O)Nc2ccccc2N)cc1 | -3.0 |

Further results follow:
SMILES	TcdB inh
CO[C@H]1CN(C)C(=O)c2ccc(NC(=O)Nc3ccc(F)cc3)cc2OC[C@@H](C)NC[C@@H]1C	-0.9
O=C(NCC[C@H]1CC[C@H](NS(=O)(=O)c2ccc(Cl)cc2)[C@@H](CO)O1)Nc1ccc(F)cc1	1.2
COCC(=O)N(C)C[C@@H]1Oc2ncc(C#CC(C)(C)O)cc2C(=O)N([C@H](C)CO)C[C@H]1C	0.4
C[C@H]1CN([C@@H](C)CO)C(=O)Cc2cc(NC(=O)CCC(F)(F)F)ccc2O[C@@H]1CN(C)CC1CCCCC1	-0.2

A few values from the entries so far.
O=C(NCC[C@H]1CC[C@H](NS(=O)(=O)c2ccc(Cl)cc2)[C@@H](CO)O1)Nc1ccc(F)cc1 in TcdB inh shows 1.2
C[C@H]1CN([C@@H](C)CO)C(=O)Cc2cc(NC(=O)CCC(F)(F)F)ccc2O[C@@H]1CN(C)CC1CCCCC1 in TcdB inh shows -0.2
CO[C@H]1CN(C)C(=O)c2ccc(NC(=O)Nc3ccc(F)cc3)cc2OC[C@@H](C)NC[C@@H]1C in TcdB inh shows -0.9
COCC(=O)N(C)C[C@@H]1Oc2ncc(C#CC(C)(C)O)cc2C(=O)N([C@H](C)CO)C[C@H]1C in TcdB inh shows 0.4
